Cycloheximide cs – counter-screen hit for Shiga toxin inhibitors, cycloheximide; cell reporter, cycloheximide protein synthesis inhibition counterscreen; max response, %; actives 12% (n = 300,000); in the data active = max response mostly above about 13%, no sharp cut-off; inactive = mostly below about 14%; also: read at 38.3 µM for the half of the compounds with a filed dose; 0% is about no effect
AmpC detergent – blocks E. coli AmpC beta-lactamase in detergent assay | P00811 | AmpC hydrolysis of nitrocefin, absorbance 480 nm, 0.01% Triton | Potency, µM (highest dose often 114 µM), without a hit: at the top dose activity change, negative = inhibition, usual class: inhibitors | actives 0.041% (n = 370,000) | AID 485294;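 also: potency is read from the fitted curve at half-maximal effect; 0% = no-compound wells and -100% = no-enzyme wells; nearly all actives have a fitted effect of over 25% in size; some results filed as inactive show a strong effect at the top dose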
Target sequence (P00811 whole entry, looked up): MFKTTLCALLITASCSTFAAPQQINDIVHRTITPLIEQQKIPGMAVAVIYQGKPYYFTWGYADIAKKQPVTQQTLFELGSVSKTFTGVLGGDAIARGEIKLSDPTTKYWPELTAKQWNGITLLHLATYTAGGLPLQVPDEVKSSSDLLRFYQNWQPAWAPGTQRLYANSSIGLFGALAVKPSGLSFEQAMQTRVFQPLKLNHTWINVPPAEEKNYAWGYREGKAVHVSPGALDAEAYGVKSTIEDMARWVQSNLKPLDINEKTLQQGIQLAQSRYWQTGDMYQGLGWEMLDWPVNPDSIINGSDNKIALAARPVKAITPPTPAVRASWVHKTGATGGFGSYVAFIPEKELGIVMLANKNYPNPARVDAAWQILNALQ
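20 mM phosphate pH 7.0 + 0.01% (detergent screen) or 0.0001% Triton X-100; 5.3 nM AmpC reagent; cpd preinc 15 min RT; nitrocefin (800 uM stock) to start; A480 q20 s × 4 min; Activity was normalised to no-enzyme and no-compound control wells.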
Giardia FBPA inh – inhibitors of Giardia lamblia fructose-1,6-bisphosphate aldolase; A8B2U2; purified Giardia FBPA; Potency, µM (highest dose often 59.6 µM), for the others: at the top dose activity, negative = inhibition, most hits filed as inhibitors; actives 0.71% (n = 290,000); also: potency is read from the fitted curve at half-maximal effect; % is scaled to controls: 0 for no effect and ±100 for the full control effect; nearly all actives have a fitted effect of over 55% in size
Target sequence (A8B2U2 whole entry, looked up): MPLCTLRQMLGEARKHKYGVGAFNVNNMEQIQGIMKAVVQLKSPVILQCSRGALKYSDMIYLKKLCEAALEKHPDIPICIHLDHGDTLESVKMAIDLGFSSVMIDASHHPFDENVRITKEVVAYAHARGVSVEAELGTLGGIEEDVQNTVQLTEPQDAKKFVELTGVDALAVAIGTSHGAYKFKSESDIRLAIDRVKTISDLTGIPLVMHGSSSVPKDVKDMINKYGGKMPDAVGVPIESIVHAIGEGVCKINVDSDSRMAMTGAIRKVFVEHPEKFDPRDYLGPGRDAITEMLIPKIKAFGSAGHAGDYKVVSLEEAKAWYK
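40 nM FBPA preincubated 10 min at RT with compound (up to 57.5 uM final), then substrate plus GAPDH/TPI/NAD/arsenate coupling and diaphorase/resazurin added. Fluorescence read after 20 min at RT, 525/598 nm.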
AMA1 RON2 block – AMA1-RON2 (P. falciparum) interaction inhibition. AlphaScreen AMA1-biotinylated RON2 peptide binding. Potency, µM (top dose mostly 58.2 µM), for the others: top-dose activity change, negative = inhibition, actives largely listed as inhibitors. actives 0.2% (n = 360,000);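 also: potency is read from the fitted curve at half-maximal effect; 0% = vehicle wells and -100% = peptide control; nearly all actives have a fitted effect of over 45% in size; some results filed as inactive show a strong effect at the top dose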
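AMA1 (3D7) with his tag at 25 nM final met compounds first, then biotinylated RON2 peptide at 25 nM; detection used donor plus acceptor beads, 10 µg/mL apiece, read by AlphaScreen after 30 min at room temperature.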
HCMV inh – inhibitors of human cytomegalovirus. HFF cells, HCMV-luciferase reporter, 72 h; stronger effect = lower value. activity change, negative = inhibition, % at 57.5 µM. actives 4.5% (n = 410,000); in the data active = activity change below about -60%; inconclusive = no clear call, values can overlap the other calls; inactive = above about -39%; also: % is scaled to controls: 0 for no effect and ±100 for the full control effect
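Steps: HFFs plated, 16 h 37C; compounds added; HCMV-luciferase added to MOI 1 PFU/cell; 72 h 37C; OneGlo reagent, 5 min room temperature; luminescence read, normalized to controls.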
Shiga inhibitor – Shiga toxin inhibition | actives 9.2% (n = 290,000) | inhibition, % at 38.7 µM | Vero cells, Shiga toxin protein synthesis inhibition reporter; in the data active = inhibition mostly above about 28%, no sharp cut-off; inactive = mostly below about 43%; also: 0% is about no effect
AmpC no deterg – blocks E. coli AmpC beta-lactamase in detergent-free assay; P00811; AmpC nitrocefin hydrolysis, absorbance 480 nm, 0.0001% Triton; Potency, µM (titrated, usually from 57.1 µM), for the others: at the top dose activity change, negative = inhibition, usual class: inhibitors; actives 0.52% (n = 330,000);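 also: potency is read from the fitted curve at half-maximal effect; plate controls were no compound for no effect and no enzyme for full effect; nearly all actives have a fitted effect of over 20% in size; some results filed as inactive show a strong effect at the top dose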
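AmpC (5.3 nM in the dispensed reagent) in 20 mM phosphate pH 7.0 with 0.01% (detergent screen) or 0.0001% Triton X-100 was preincubated with compounds for 15 min at room temperature. Nitrocefin was then added from an 800 uM solution, and hydrolysis was followed at 480 nm.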
Starred values were filed as active, the others as inactive; ? = inconclusive; / = no result given; & = joins results of further samples; [ ] = another dose, or the depositor's remark. Unless noted, calls follow the shape of the dose curve; as a rule, active = well fitted curve in the direction sought with a large enough effect; inconclusive = small, poorly fitted or top-dose-only effect, or another doubt; inactive = no such curve, though single readings can be large; an effect the other way counts as inactive or inconclusive.

Molecule	Cycloheximide cs	AmpC detergent	Giardia FBPA inh	AMA1 RON2 block	HCMV inh	Shiga inhibitor	AmpC no deterg
Nc1nc(NCC2CCCO2)nc(Nc2cccc(F)c2)c1[N+](=O)[O-] (stereo not given)	0	7%	2%	3%	-12	-7	-16%
COc1cccc(N2CCN(S(=O)(=O)c3ccc4c(c3)NC(=O)CS4)CC2)c1	-3	-5%	/	-3%	17	-2	-58%
CCC1(C(=O)OC)NC(c2ccccc2OC)C2C(=O)N(C)C(=O)C21 (stereo not given)	-4	-9%	8%	-15%	13	-26	-4%
COc1ccc(C2C(C(=O)c3sc(C)nc3C)=C(O)C(=O)N2CCN(C)C)cc1 (stereo not given)	-3	-12%	0%	14%	14	12	-16%
Cc1ccc([N+](=O)[O-])cc1NC(=O)Nc1cccc(F)c1	-1	2%	-2%	8%	-97*	5	-50%
CCOC(=O)c1ccc(NC(=O)C(=O)NCc2ccncc2)cc1	5	-1%	0%	0%	-28	8	1%
COc1ccc(CNC(=O)CCSCc2ccc(C)cc2)cc1	1	?	0%	-17%	-2	22	-14%
COc1cc(C#Cc2c(-c3cncn3C)n(C)c3ccc(-c4cc(OC)c(OC)c(OC)c4)cc23)cc(OC)c1	/	/	/	-2%	-3	/	43%
CC(=O)Nc1ccc(NC(=O)C(Sc2ccccc2)c2ccccc2)cc1 (stereo not given)	-2	1%	-1%	-4%	16	-15	-30%
CCCCN(C(=O)CCC(=O)Nc1cc(C)on1)C(C(=O)NC1CCCC1)c1ccccc1OCC (stereo not given)	4	0%	-9%	-4%	-5	10	59%
CCN(CC)CCN1C(=O)C(O)=C(C(C)=O)C1c1ccc(OC)c(OC)c1 (stereo not given)	10	-12%	0%[12.9 µM]	3%	-18	39	-12%
CCOc1ccc(NC(=O)CSc2nnc(-c3ccncc3)n2CC2CCCO2)cc1 (stereo not given)	3	-13%	-9%	-17%	-10	-10	43%
COc1cc2c(c(O)c1OC)-c1c(cc(OC)c(OC)c1OC)C[C@@H](C)[C@@H](C)C2	2	2%	-5%	-8%	-60*	-14	191%[activator]
C/C(Nc1ccccc1)=C(/C#N)C(N)=O	-4	-3%	0%	5%	-30	-9	-3%
COc1ccc(Cl)cc1NC(=O)C1Cc2ccccc2CN1S(C)(=O)=O (stereo not given)	5	-10%	-1%	6%	66	-5	-3%
CC(CNC(=O)c1ccc(C#N)cc1)NC(=O)c1ccc(C#N)cc1 (stereo not given)	-2	3%	-6%	-3%	-1	36	-13%
CCC(C)NC(=O)CSc1nc2scc(-c3ccccc3)c2c(=O)[nH]1 (stereo not given)	-3	-13%	15%	-7%	40	7	-19%
CC/S(=N\S(=O)(=O)c1ccc(C)cc1)c1ccccc1 (stereo not given)	10	5%	-9%	-6%	-6	2	-11%
Cc1cc(-c2ccccc2)nc(N(C)NC(=O)C(C)(C)C)c1S(C)(=O)=O	9	3%	2%	-20%	-31	-9	0%
CC(c1ccccc1)n1c(SCC(=O)Nc2ccccc2)n[nH]c1=O (stereo not given)	-4	-9%	12%	11%	/	-8	-48%

Reprinted from the part before: 2 compounds, then new ones.
Molecule	Cycloheximide cs	AmpC detergent	Giardia FBPA inh	AMA1 RON2 block	HCMV inh	Shiga inhibitor	AmpC no deterg
Cc1cc(-c2ccccc2)nc(N(C)NC(=O)C(C)(C)C)c1S(C)(=O)=O	9	3%	2%	-20%	-31	-9	0%
CC(c1ccccc1)n1c(SCC(=O)Nc2ccccc2)n[nH]c1=O (stereo not given)	-4	-9%	12%	11%	/	-8	-48%
O=C(NCCC1=CCCCC1)C(=O)NCc1ccccc1	9	3%	2%	-1%[2.32 µM]	13	-9	-9%
COc1ccc(/C=C/C(=O)O)cc1Cl	-2	3%	1%	-1%	-15	-4	-9%
CCCOC(=O)C1[C@H]2C(=O)N(CC3CCCO3)C[C@]23C=C[C@H]1O3 (stereo not given in full)	1	-9%	-4%	-1%	-13	2	72%[activator]
O=C1NCCNC1(c1c[nH]c2ccccc12)C(F)(F)F (stereo not given)	-7	?	-1%	-1%	55	-20	-16%
CN1C(C(=O)Nc2ccc(OC(F)(F)F)cc2)=CC(c2cccs2)=NS1(=O)=O	-1	1%&21%	/	5%	7&15	2	-47%
O=C(COC(=O)c1ccc(F)cc1)NCCCc1ccccc1	-10	-9%	6%	6%	-7	-2	-20%
CC(C)c1nc(CNC(=O)CC2C(=O)NCCN2Cc2ccoc2)cs1 (stereo not given)	1	9%	-3%	3%	-16	-5	-2%
Nc1nonc1-n1nnc(C(=O)N/N=C/c2cc(Br)cs2)c1-c1ccccc1	-2	-2%	8%	37%[activator]	-69*	-4	-46%
CC(=O)Nc1cccc(Oc2ncnc3scc(-c4ccccc4)c23)c1	-2	?	6%	-8%	?	-9	164%[activator]
O=C(Nc1ncccc1O)c1cccc(S(=O)(=O)N2CCc3ccccc32)c1	-3	-10%	-8%	-4%	8	-9	-45%
CCn1c(O)c(N=NC(=O)c2cccc(S(=O)(=O)N3CCCCC3)c2)c2ccccc21	-3	-7%	2%	-9%	-28	-6	36%
CCOC(=O)N1CCC(NC(=O)c2ccc(CS(=O)c3ccc(Cl)cc3)o2)CC1 (stereo not given)	-5	-6%	5%	-7%	-17	64	24%
CC(=O)Nc1ccc(NC(=O)CN2C(=O)COc3ccc(S(=O)(=O)N4CCOCC4)cc32)cc1	-10	?	/	-3%	79	-10	-16%
NC(=O)N=Nc1c(O)[nH]c2c(Br)cc(Br)cc12	1	?	0%	/	/	-14	-8%
O=C(NNS(=O)(=O)c1ccc(F)cc1)C1CCN(Cc2cccc(F)c2)CC1	-1	8%	-1%	14%	-31	18	-9%
Cc1ccc(C(=O)c2cc3ccccc3o2)cc1[N+](=O)[O-]	17	?	-1%	-11%	?	31	-6%[2.29 µM]
CC(=O)c1ccc(S(=O)(=O)N2CCN(C(=O)C3CCCC3)CC2)cc1	-3	-11%	9%	-10%	-2	-3	-4%
C/C(=N\NC(=O)c1nnn(-c2nonc2N)c1CN(C)c1ccccc1)c1cccc(O)c1	4	-1%	-14%	70%[activator]	7	28	-25%
CCOc1ccc(NC(=O)CN(C)C(=O)c2ccccc2SCC(=O)N2CCCC2)cc1OCC	/	-8%	/	38%[activator]	-36	/	19%
Cc1ccccc1NS(=O)(=O)c1nnc(NC(=O)c2ccccc2F)s1	-2	-16%	-13%	3%	30	15	-42%
CCn1c(SCC(=O)Nc2ccccc2F)nnc1-c1ccoc1C	-4	3%	/	0%	0	0	-2%
CC1CCN(c2oc(-c3ccccc3F)nc2C#N)CC1	29*	?	0%	?	12	69*	?
COCCNC(=O)CN1CCC(NC(=O)c2ccco2)CC1	22*	0%	-7%	-2%	14	50	-12%
O=C(CSc1nc2ccsc2c(=O)n1CC1CCC(C(=O)O)CC1)c1ccc(Cl)cc1 (stereo not given)	-3	0%	25%	29%	22	-10	-17%
COc1ccc(C(=O)OCC(=O)c2ccc[nH]2)c(OC)c1	/	/	/	10%	11	/	-11%
COc1ccc(C(=O)Oc2ccc[nH]c2=O)cc1	10	0%	-3%	24%	34	11	-8%
CC(C)(C)OC(=O)NCCc1nnc(SCc2cccc(Cl)c2)o1	7	-6%	1%	-13%	22	12	58%
CCCCNC(=O)CN1C(=O)C(CC)Oc2ccc(Cl)cc21 (stereo not given)	-2	1%	-2%	-1%	-2	-20	4%
COc1ccc(C(=O)COC(=O)C(CCSC)NC(=O)COc2ccccc2)cc1 (stereo not given)	/	-10%	/	-11%	-3	/	0%
OCC1CCCCN1C(=S)NCc1ccco1 (stereo not given)	-2	-2%	-13%	-9%	46	-2	-3%
COC(=O)c1c(NC(=O)c2ccc(Br)s2)sc2c1CCC2	-6	1%	-3%	1%	60	-14	-40%
COc1ccc(Cl)cc1NC(=O)NCCCl	-2	1%	/	-6%	-28	10	-15%
Cc1ccc(SCC(=O)c2cc(C)c(O)c(C)c2)cc1	17*	-2%	3%	7%	102	50*	-20%
CCOc1ccccc1N(CC(=O)N1CCCCCC1)S(=O)(=O)c1ccc(C)cc1	8	2%	/	-1%	-8	-6	67%[activator]
CC1CN(S(=O)(=O)c2ccc(NC(=O)c3cc(-c4ccccc4O)n[nH]3)cc2)CC(C)O1 (stereo not given)	-1	?	16%	124%[activator]	-98*	-5	-12%
CSc1cnn(Cc2ccccc2)c(=O)c1SCc1ccccc1	13	3%	-13%	-25%	-23	24	-30%
Cn1c2c(c(=O)n(C)c1=O)[C@@]1(C(=O)Nc3ccccc31)C(C#N)=C(N)O2	2	0%	?	-3%	19	-14	-9%
O=C(NCCCN1CCCC1=O)c1cc(-c2ccc(F)cc2)nc2ccccc12	/	/	/	-21%	-12	/	42%
Cc1cccc(C(=O)c2c(N)sc3c2CCCC3)c1	9	-2%	-18%	-6%	30	19	-25%
OCC[C@@H]1C[C@@H](O)[C@H](O)[C@]2(Cc3ccccc3O2)O1	1	-2%	1%	4%	-22	-10	-11%
COc1cccc(-c2nn(-c3ccccc3)cc2CN(C)C(C)c2ccncn2)c1 (stereo not given)	6	-9%	-7%	22%	20	19	154%[activator]
Cc1cc2nc(-c3ccncc3)cc(C(F)(F)F)n2n1	-6	5%	1%	7%	-14	-13	-5%
Cn1c(NC(=O)CC(C)(C)C)cc(=O)n(C)c1=O	-2	-1%	1%	6%	?	-12	165%[activator]
COCCNC(=O)C(=O)NCC1OCCN1S(=O)(=O)c1ccc(C)cc1 (stereo not given)	-2	2%	/	19%	16	-28	-4%
COc1ccccc1CNS(=O)(=O)c1cc(-c2cc(C)no2)ccc1C(C)C	11	2%	/	-11%	46	-6	-45%
COc1ccccc1N1CCN(CCCCOc2cccc3ccccc23)CC1	-1	2%	-5%	?	-21	-7	76%[activator]
Cc1ccc(NC(=O)CSc2nncc3ccccc23)cc1	5	1%	-1%	14%	42	-3	-11%
CCOC(=O)C1C(=O)NC(C)C1c1ccccc1 (stereo not given)	-3	-14%	1%	3%	-11	-4	-27%
COc1ccc(Cl)cc1-c1n[nH]c(=S)n1C1CCCCC1	-3	-1%	9%	132%[activator]	-31	-22	-27%
COc1ccc(C2(CNC(=O)Cc3ccc(OC)c(OC)c3)CCCC2)cc1	-4	0%	4%	2%	-34	-7	-4%
Cc1cccc(NC(=S)NC(NC(=O)OCc2ccccc2)C(Cl)(Cl)Cl)c1 (stereo not given)	-1	?	5%	6%	-22	-23	-59%
C=CCOc1ccc2c(c1)C(=NO)c1cc(OCC=C)ccc1-2	10	-11%	0%	-4%	-19	14	-34%
O=C(CN1C(=O)c2ccccc2S1(=O)=O)NCc1ccccc1Cl	-2	-8%	0%	-8%	42	-12	-4%

Compound activity (PubChem BioAssay)
